NF-kB expr up: compounds increasing NF-kB expression in human neuronal cells | NF-kB reporter expression; active compounds read high | fold change at 12.5 µM | actives 1.6% (n = 190,000); in the data active means fold change above about 3.3
STAT3 blocker: inhibitors of IL-6 induced STAT3 signaling; U3A cells, IL-6 STAT3-luciferase reporter, luminescence; host cell line lacks STAT1; inhibition, % at 5.5 µM; actives 0.89% (n = 190,000);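 active means inhibition above the mean inhibition across all screened compounds plus 3 SD, cut at about 44% in these data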;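 further: 0% = DMSO only wells and 100% = 100 µM nifuroxazide control wells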
STAT1 inh: inhibitors of IFN-gamma induced STAT1 signaling | AID 920 | NIH 3T3 STAT1-luciferase reporter, luminescence | inhibition, % at 5.5 µM | actives 0.35% (n = 200,000);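 active means inhibition above a set limit, the mean inhibition across all tested compounds plus 3 SD, cut at about 34% in these data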;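 further: 0% = IFN-gamma with DMSO and 100% = IFN-gamma with 300 µM nifuroxazide; values of inactives mirror those of a sister screen read the other way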
FLuc inhib CS: counter-screen for luciferase assay inhibitors: firefly luciferase inhibition. P08659. ATPLite firefly luciferase biochemical luminescence, 10 min. inhibition, % at 10 µM. actives 1.5% (n = 200,000). AID 1006;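 active means inhibition above about 50% when tested at 10 µM, limit read from the data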
Target sequence (P08659 whole entry, looked up): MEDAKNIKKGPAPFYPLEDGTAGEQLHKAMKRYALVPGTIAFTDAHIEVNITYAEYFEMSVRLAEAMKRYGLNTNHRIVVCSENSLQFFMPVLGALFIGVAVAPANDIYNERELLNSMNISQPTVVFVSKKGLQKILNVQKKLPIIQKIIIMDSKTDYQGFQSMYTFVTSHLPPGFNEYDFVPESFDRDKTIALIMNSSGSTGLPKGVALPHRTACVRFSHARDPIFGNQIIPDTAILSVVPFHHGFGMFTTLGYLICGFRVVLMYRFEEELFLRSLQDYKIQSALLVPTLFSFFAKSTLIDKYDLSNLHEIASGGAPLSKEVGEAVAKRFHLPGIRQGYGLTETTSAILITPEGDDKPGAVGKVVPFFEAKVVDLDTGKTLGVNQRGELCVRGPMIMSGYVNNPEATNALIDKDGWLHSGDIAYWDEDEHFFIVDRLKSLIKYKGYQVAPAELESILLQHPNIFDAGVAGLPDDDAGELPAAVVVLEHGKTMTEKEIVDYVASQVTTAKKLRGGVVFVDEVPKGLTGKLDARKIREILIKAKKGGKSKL
APP 5UTR inh: APP translation inhibition | SH-SY5Y APP 5'UTR-luciferase reporter, luminescence | inhibition, % at 2 µM | actives 0.82% (n = 190,000);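 active means inhibition above a set limit, derived from the sample mean plus 3 SD, cut at about 45% in these data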; further: values of inactives mirror those of a sister screen read the other way
STAT3 activator: STAT3 signaling activation | U3A cells, IL-6 STAT3-luciferase reporter, luminescence; 100% = signal with IL-6 EC80 alone | activation (% of control), % at 5.6 µM | actives 0.91% (n = 190,000) | AID 871;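 active means activation above the screen-wide mean of compound activation plus 3 SD, cut at about 130% in these data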;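 further: 0% = background luminescence of wells with medium and substrate only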
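Assay system – human STAT1-deficient U3A cells with stable STAT3-luciferase reporter · Also added – IL-6 (33 ng/mL) · Schedule – compound 1 h, then IL-6 6 h at 37 °C · Technique – reporter luminescence signal · Evaluation – % activation versus median of IL-6-stimulated wells · Benchmarks – IL-6-only wells as 100% reference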
Hsp70 act: transcriptional activators of Hsp70 | HeLa Hsp70 promoter luciferase reporter, luminescence; scaled: vehicle 0, proteasome-inhibitor control 100% | activation, % at 10 µM | actives 0.04% (n = 200,000) | AID 1203;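 active means activation above the mean across all tested compounds plus 3 SD, cutoff set per campaign, cut at about 5.5% in these data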;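 further: 100% = MG132 at 30 µM as the positive control and 0% = DMSO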
STAT1 act: increases IFN-gamma driven STAT1 reporter signal; NIH 3T3 STAT1-luciferase reporter, luminescence; 100% = IFN-gamma alone, no compound; activation (% of control), % at 5.5 µM; actives 2.6% (n = 200,000); AID 932;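 active means activation above the screen-wide mean activation plus 3 SD, cut at about 130% in these data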;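 further: raw ratio to IFN-gamma control signal so 100% means no change and 0% no light; values of inactives mirror those of a sister screen read the other way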
RAM inhibit: inhibitors of the yeast RAM network | S. cerevisiae dse1pr::URA3 reporter, 5-FOA growth OD615, 2 d; analog-sensitive cbk1-as2 kinase mutant strain | inhibition, % at 50 µM | actives 1.8% (n = 190,000) | AID 868;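 active means inhibition above a set limit, 3 SD over mean compound inhibition, cut at about 8.4% in these data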;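 further: 0% = DMSO-only wells with no growth and 100% = 10 µM 1-NA-PP1 full growth; inhibition rescues growth on 5-FOA so higher OD means more RAM inhibition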
APP 5'UTR act: APP 5'UTR luciferase reporter activation. actives 1% (n = 190,000). AID 1276. SH-SY5Y APP 5'UTR luciferase reporter, luminescence; zero percent = DMSO vehicle wells. activation, % at 2 µM;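 active means activation above a set limit, based on mean plus 3 SD of controls, cut at about 140% in these data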; further: values of inactives mirror those of a sister screen read the other way
An asterisk follows results filed as active; . = not tested or not shown.

SMILES	NF-kB expr up	STAT3 blocker	STAT1 inh	FLuc inhib CS	APP 5UTR inh	STAT3 activator	Hsp70 act	STAT1 act	RAM inhibit	APP 5'UTR act
Cc1nc(NC(=O)COc2ccccc2)sc1C(=O)Nc1ccccc1	1.1	3.5	1.1	-0.1	9.7	105.5	0.0	98.0	2.6	-9.7
CCOC(=O)c1ccc(NC(=S)N2CCCC(C(=O)OCC)C2)cc1 (stereo not drawn)	0.89	7.6	6.7	0.4	-10.6	101.5	0.0	94.0	1.2	10.6
O=C(c1cc(COc2ccc(F)cc2F)on1)N1CCCC(c2ccccc2)C1 (stereo not drawn)	1.7	6.2	-4.3	-6.4	-4.0	97.6	-0.4	102.0	6.3	4.0
CCC(CO)NCC(O)COCc1ccc2c(c1)OCO2 (stereo not drawn)	1.1	13.5	7.5	-6.3	-4.1	92.0	-0.4	91.9	0.9	4.1
O=C(/C=C/c1ccccc1)NCCOc1ccccc1	1.75	-4.6	-27.4	-3.9	-18.1	106.2	-0.2	124.5	0.6	18.1
O=C(O)C1CCCN1S(=O)(=O)c1ccccc1 (stereo not drawn)	0.99	-1.9	1.8	-5.8	9.9	104.7	-0.2	98.4	-0.5	-9.9
Fc1ccc(-c2nnc3n2CCCCC3)cc1	1.42	-4.2	-6.8	-5.5	-54.3	105.5	0.8	105.6	0.8	54.3
O=C(COC(=O)c1cccc(S(=O)(=O)N2CCN(c3ccc(F)cc3)CC2)c1)NCC1CCCO1 (stereo not drawn)	1.04	-8.8	-0.8	-7.1	-1.9	110.6	0.5	99.0	1.6	1.9
CCc1cc2cc(C(=O)Nc3ccc(F)cc3)sc2s1	1.2	15.2	-23.7	5.4	-31.3	89.6	0.0	121.8	5.6	31.3
O=C1CCC/C(=N/NC(=O)C2CCN(S(=O)(=O)c3cccs3)CC2)C1	1.22	5.1	-4.1	-6.8	-12.5	103.2	-0.3	103.7	3.4	12.5
N/C(Cc1ccc(Cl)cc1)=N\OC(=O)Cc1ccc([N+](=O)[O-])cc1	1.29	-0.1	4.0	-2.8	-4.4	98.8	-0.3	96.4	6.3	4.4
O=C(O)CCNS(=O)(=O)c1ccccc1	1.05	15.4	-1.4	-10.5	-5.0	92.2	0.1	101.3	0.1	5.0
CNC(=O)CSc1nc(-c2ccccc2)c(-c2ccccc2)o1	1.1	8.1	6.9	-4.6	11.6	100.2	1.3	93.7	0.8	-11.6
COc1cccc(/C=N/NC(=O)C(C)Sc2ccccc2)c1 (stereo not drawn)	0.93	6.5	3.6	-7.2	-9.8	98.2	-0.2	95.2	1.5	9.8
COC(=O)C1=C(C)Nc2nnnn2C1c1cc(OC)ccc1OC (stereo not drawn)	1.15	9.8	-1.1	-3.5	-14.2	100.1	0.7	101.0	0.4	14.2
Cc1cc(C)n(-c2ccc(C(=O)NCc3ccc(F)cc3)cc2)n1	1.17	12.1	-7.1	-3.3	-27.9	96.1	-0.1	105.2	0.3	27.9
CCCOP(=O)(c1ccc(N(C)C)cc1)C(O)c1cccnc1 (stereo not drawn)	1.03	3.6	-2.2	-4.4	5.0	99.9	-0.2	102.0	4.0	-5.0
COc1cccc(/C=N/NC(=O)c2cc3c(OC)c(OC)ccc3[nH]2)c1OC	0.41	-8.3	-3.0	6.9	57.0*	105.8	-0.2	102.7	3.0	-57.0
O=C1CN(C(=O)CSc2nnc(-c3ccccc3)n2Cc2ccc3c(c2)OCO3)c2ccccc2N1	1.13	-4.6	-0.2	-3.7	-0.7	109.0	0.2	100.2	0.4	0.7
O=C(CN1C(=O)c2ccccc2C1=O)NCC(=O)OCC(=O)c1ccc(Br)cc1	1.04	3.1	-1.0	18.5	-9.5	104.0	0.0	100.9	0.5	9.5
O=C(O)CCSc1nc2ccccc2s1	0.6	21.8	4.3	-1.6	17.3	83.8	-0.4	96.0	-0.1	-17.3
O=C(CSc1ncccn1)N/N=C/c1ccccc1[N+](=O)[O-]	1.13	1.7	-6.1	-3.6	-8.3	102.8	-0.3	105.6	1.5	8.3
CO/N=C(\c1nonc1N)N1CCN(c2ccc([N+](=O)[O-])cc2Cl)CC1	1.06	26.6	-0.4	-1.3	-5.5	82.7	-0.2	100.4	2.3	5.5
CCc1nnc(NC(=O)Cc2ccc(OC)c(OC)c2)s1	1.21	9.3	7.1	-7.3	-5.0	95.8	0.0	92.3	0.5	5.0
CCN1CCN(Cc2coc3ccc(C)cc3c2=O)CC1	1.43	0.1	-4.4	-4.5	0.6	103.2	-0.2	104.0	0.8	-0.6
Cc1nc2cccc(C(=O)Oc3ccc([N+](=O)[O-])cc3)c2o1	0.81	6.0	-3.5	1.8	3.3	100.9	-0.2	102.3	1.5	-3.3
CCOC(=O)C1=C(C)NC(C)=C(C(=O)OCC)C1/C=C/c1ccccc1OC	0.69	-14.4	7.1	-4.9	-2.5	107.9	-0.5	93.6	0.9	2.5
CC1(C)Oc2ccc3ccc(=O)oc3c2-c2cn[nH]c21	1.78	40.0	7.3	5.0	10.8	69.1	-0.5	93.2	2.0	-10.8
CCN(CC)c1ccc(N=Nc2ncn[nH]2)cc1	2.56	13.2	-2.1	82.5*	-48.9	92.9	0.1	103.6	1.8	48.9
CN(C)C(C(=O)Nc1cc(Cl)cc(Cl)c1)c1ccccc1 (stereo not drawn)	1.01	-0.5	2.1	-5.7	14.9	103.7	-0.3	97.7	-0.5	-14.9
CCCN(CCC)C(=O)CP(=O)(c1ccccc1)c1ccccc1	1.25	0.0	-4.4	-6.2	.	100.1	-0.2	107.1	2.8	.
CCOC(=O)c1sc(NC(=O)c2sccc2C)cc1C	12*	27.4	-56.1	46.2	-154.0	82.0	-0.1	151.6*	3.9	154.0*
Cn1c(=O)c2c(nc(SCC(=O)N3CCc4ccccc4C3)n2C)n(C)c1=O	0.94	-1.1	-10.5	-0.4	7.0	108.8	-0.2	109.5	-0.9	-7.0
COc1cc(C2CC(=O)c3cnc(N4CCN(Cc5ccccc5)CC4)nc3C2)cc(OC)c1OC (stereo not drawn)	0.9	-3.1	2.0	-1.5	6.5	105.3	0.1	98.2	4.2	-6.5
Cc1ccc(N(CC(=O)NCc2ccccc2Cl)S(=O)(=O)c2cccs2)cc1	0.95	7.8	6.7	-7.9	10.1	94.9	0.0	93.8	2.1	-10.1
N#CC1=C2SCC(O)(c3ccccc3)N2C(=O)CC1c1ccccc1 (stereo not drawn)	1.29	28.7	7.6	-11.1	92.1*	80.6	-0.4	93.1	-0.6	-92.1
CCNC(=S)N/N=C/c1c(C)nn(-c2cccc(Cl)c2)c1Cl	1.03	7.1	-5.4	-9.2	-10.2	94.3	-0.3	104.8	3.5	10.2
COCC(=O)Nc1nc2n(n1)C(c1ccc(Cl)cc1)CC(c1ccc(OC)cc1)N2 (stereo not drawn)	0.96	7.2	-5.7	-3.6	14.3	96.0	-0.2	105.3	1.2	-14.3
Cc1sc2nc(SCC(=O)NCc3ccco3)[nH]c(=O)c2c1C	1.08	-14.2	3.8	-1.4	-4.2	110.8	-0.3	93.9	4.6	4.2
Cc1cc(C(=O)CSc2nc3ccccc3n2CCC#N)c(C)n1Cc1cccs1	0.47	-4.0	-8.3	-2.0	-5.9	104.3	0.6	104.9	3.6	5.9
Cc1ccc2ccc(C3C(=O)c4ccccc4C3=O)nc2c1	.	-74.1	-45.0	.	-144.8	165.5*	0.0	141.6*	.	144.8*
Cc1cccc(OCC(O)Cn2c(NCc3cccnc3)nc3c2c(=O)[nH]c(=O)n3C)c1 (stereo not drawn)	0.89	0.9	4.0	-5.4	-14.1	102.1	-0.3	96.3	-0.1	14.1
O=c1[nH]c2ccc(F)cc2[nH]c1=O	1.26	2.9	-7.7	-6.0	9.6	100.9	0.3	106.8	-0.6	-9.6
CCn1c(SCC(=O)Nc2ccccc2)nnc1-c1ccc(S(=O)(=O)N2CCOCC2)cc1	0.95	7.7	6.0	0.4	1.7	98.9	-0.2	94.5	3.8	-1.7
CCN(CC)C(=O)Oc1ccc(Br)c2ccccc12	1.14	2.5	15.9	-7.5	10.8	96.1	-0.4	87.0	0.0	-10.8
CCOC(=O)c1c(C)oc2c1c(C=NCCC(=O)O)c(O)c1ccccc12	1.01	7.9	10.0	1.5	-22.9	94.1	-0.1	91.3	6.5	22.9
CC1CC(C)CN(c2ccc(C(=O)OCC(=O)NC3CCCc4ccccc43)cc2[N+](=O)[O-])C1 (stereo not drawn)	0.99	-5.6	0.5	-8.8	-8.2	106.8	-0.1	99.6	4.5	8.2
COc1ccc(C2C3=C(Nc4ncnn42)c2ccccc2CCC3)cc1 (stereo not drawn)	1.16	8.1	6.3	-7.1	10.4	98.0	-0.1	94.2	0.3	-10.4
Cc1c(Cl)cccc1NC(=O)CCCn1cnc([N+](=O)[O-])n1	1.04	12.4	0.5	-6.1	16.6	93.5	-0.3	101.1	0.7	-16.6
O=C(Nc1cccc(F)c1)NC1(C(=O)N2CCN3CCCC3C2)CCCCC1 (stereo not drawn)	1.08	7.7	2.3	-6.6	16.3	96.7	-0.3	93.5	0.1	-16.3
COc1ccc(CCn2nnnc2C(CC(C)C)N2CCC(C(N)=O)CC2)cc1OC (stereo not drawn)	1.17	13.9	-5.5	-8.3	-0.7	92.7	-0.2	105.0	1.6	0.7
CCOC(=O)/C=C/C(=O)Nc1cccc([N+](=O)[O-])c1	1.04	1.6	6.0	-1.4	42.4	95.2	0.0	94.6	1.0	-42.4
CCOc1ccc(C2N(c3cc(Cl)ccc3OC)C(=O)C3CCCN32)cc1OC (stereo not drawn)	1.16	3.6	5.9	-6.4	-0.5	101.0	0.0	94.7	1.9	0.5
O=S(=O)(/N=C(\Sc1ccccc1)c1ccccc1)c1ccc(Cl)cc1	1.12	0.0	-6.4	1.5	-12.4	102.3	-0.4	105.7	2.0	12.4
CNC(=O)C(=O)NCCCN1CCOCC1	1.16	10.5	6.8	0.1	0.3	101.1	-0.1	93.1	1.4	-0.3
COc1ccc2c(c1)C(C)CC(C)(C)N2C(=O)CSc1nc2ccccc2s1 (stereo not drawn)	1.03	2.3	5.1	-7.2	-4.0	104.3	-0.3	95.4	13.3*	4.0
O=C(Nc1ccc2c(c1)OCO2)C(c1ccc(Cl)cc1)N1CCN(C(=O)c2ccco2)CC1 (stereo not drawn)	1.16	-2.4	-1.7	-9.2	-2.7	106.1	0.0	101.6	-0.1	2.7

Compound activity deposited in PubChem BioAssay by several laboratories.
